PP1 inh – PP1-alpha phosphatase inhibitors, primary screen, counter-screen for PP5 inhibitor project, biochemical, fluorescence, OMFP substrate, single point. AID 2235, 2010. 320,000 compounds, 0.9% hits. inhibition, % at 6.7 µM. purified PP1alpha;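 active = inhibition above the mean inhibition of all tested compounds plus 3 SD, computed separately for each screening campaign, cut at about 15% in these data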
Target sequence (P62136 whole entry, looked up): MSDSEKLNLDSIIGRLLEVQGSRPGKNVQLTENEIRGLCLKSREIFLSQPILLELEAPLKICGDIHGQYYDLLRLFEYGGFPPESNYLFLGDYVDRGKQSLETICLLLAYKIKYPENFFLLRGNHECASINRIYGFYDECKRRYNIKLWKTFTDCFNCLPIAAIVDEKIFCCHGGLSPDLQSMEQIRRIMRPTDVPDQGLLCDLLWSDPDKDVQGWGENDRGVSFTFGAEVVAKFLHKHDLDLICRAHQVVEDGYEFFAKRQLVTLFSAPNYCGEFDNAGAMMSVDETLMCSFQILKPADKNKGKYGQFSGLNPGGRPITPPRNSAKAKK
PREPL inhibitor – PREPL enzyme inhibitors, primary screen, biochemical, fluorescence polarization; recombinant PREPL, fluorescence polarization activity-based probe; inhibition, % at 5.96 µM; 320,000 compounds, 0.68% hits; in the data active = inhibition above about 43%;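 note: 0% = enzyme with DMSO and 100% = wells lacking enzyme; many of its hits are not listed in these tables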
core dimer inh – inhibitors of HCV core protein dimerization, primary screen, biochemical, TR-FRET, high-throughput; TR-FRET GST/Flag-core106 dimerization, 1536-well; inhibition, % at 5 µM; 300,000 compounds, 0.33% hits; AID 1899, 2009;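 active = inhibition above the mean of all tested compounds plus 3 SD, set per screening campaign, cut at about 45% in these data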
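Assay system: GST-tagged and Flag-tagged HCV core protein residues 1-106 / Times: compound-protein-antibody incubation 4 h at 22.5 °C / Signal: time-resolved FRET, ex 340 nm, em 617 and 671 nm / Evaluation: % inhibition based on acceptor/donor emission ratio / Benchmarks: wells lacking GST-core106 and wells with excess unlabelled core106 / Repeats: singlicate, one well per compound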
Fh CTSL1 inh – Fasciola hepatica cathepsin L1 inhibitors, primary screen, counter-screen for PFM18AAP inhibitor project, biochemical, QFRET, fluorogenic peptide substrate; AID 1906, 2009; recombinant F. hepatica cathepsin L1, Z-Leu-Arg-MCA fluorescence; 300,000 compounds, 0.49% hits; inhibition, % at 5.96 µM;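 active = inhibition above the mean of all tested compounds plus 3 SD, set per screening campaign, cut at about 17% in these data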;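 note: 0% = plate median of test compound wells and 100% = 1 µM Z-Phe-Ala-diazomethylketone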
PP5 primary – PP5 phosphatase inhibitors, primary screen, biochemical, fluorescence; purified PP5c, OMFP substrate fluorescence; inhibition, % at 6.7 µM; 320,000 compounds, 0.18% hits;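 active = inhibition above the campaign's mean inhibition across all tested compounds plus 3 SD, cut at about 9.5% in these data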;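 note: 0% = DMSO only and 100% = 100 µM cantharidin control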
Target sequence (P53041 whole entry, looked up): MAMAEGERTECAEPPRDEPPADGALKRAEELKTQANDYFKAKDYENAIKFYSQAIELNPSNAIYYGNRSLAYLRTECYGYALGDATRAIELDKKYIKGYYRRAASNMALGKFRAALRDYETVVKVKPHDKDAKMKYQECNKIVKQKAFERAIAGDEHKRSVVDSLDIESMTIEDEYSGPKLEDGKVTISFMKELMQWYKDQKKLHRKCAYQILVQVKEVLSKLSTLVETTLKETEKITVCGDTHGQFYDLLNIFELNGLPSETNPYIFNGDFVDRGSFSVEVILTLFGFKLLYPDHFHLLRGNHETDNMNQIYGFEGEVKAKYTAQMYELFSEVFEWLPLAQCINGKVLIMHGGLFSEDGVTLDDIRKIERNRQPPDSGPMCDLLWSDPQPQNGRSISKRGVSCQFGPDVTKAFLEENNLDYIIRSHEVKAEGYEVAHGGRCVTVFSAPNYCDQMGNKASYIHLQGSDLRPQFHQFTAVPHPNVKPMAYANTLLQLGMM
EBNA-1 inhibitor – EBNA-1 DNA-binding inhibitors, primary screen, biochemical, fluorescence polarization. inhibition, % at 14.8 µM. 300,000 compounds, 0.34% hits; in the data active = inhibition above about 28%
ZTA DNA inh – counter-screen for EBNA-1 inhibitors: inhibitors of Epstein-Barr virus ZTA; P03206; inhibition, % at 11 µM; 320,000 compounds, 0.15% hits; ZTA-DNA binding, fluorescence polarization; AID 2234; in the data active = inhibition above about 33%
TPT1 inhibitor – Candida albicans TPT1 enzyme inhibitors, primary screen, biochemical, fluorescence polarization | tRNA 2'-phosphotransferase TPT1 (Candida albicans SC5314) | recombinant caTPT1, FP RNA substrate dephosphorylation | inhibition, % at 5 µM | 300,000 compounds, 0.81% hits | AID 1962, 2009;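 active = inhibition above the mean of all tested compounds plus 3 SD, set per screening campaign, cut at about 24% in these data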;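 note: plate controls were DMSO alone for no effect and ferristatin control at 100 nM for full effect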
Efflux pump inh – inhibitors of Candida efflux pumps in yeast, primary screen, S. cerevisiae, Nile Red, multiplex. S. cerevisiae Candida pump triplex. inhibition, % at 10 µM. 330,000 compounds, 0.44% hits. AID 485275, 2010;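 active = plate passing quality check with inhibition over a set limit, or well fluorescence over plate mean plus 4 SD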;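 note: Nile Red retained in pooled yeast measured as flow cytometry median fluorescence; 0% = buffer negative control and 100% = Enniatin B positive control; higher means more Nile Red kept so more efflux inhibition; some compounds called inactive have numbers as strong as hits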
Starred values were filed as active, the others as inactive; x = no result given; & = joins results of further samples. These rows are one share of the data, so the mix of outcomes need not match the whole.

molecule | core dimer inh | EBNA-1 inhibitor | PP1 inh | PP5 primary | Efflux pump inh | ZTA DNA inh | TPT1 inhibitor | Fh CTSL1 inh | PREPL inhibitor
COc1ccc(C)cc1NC(=O)c1c(C)nn(Cc2ccccc2)c1Cl | 2 | -5 | 1 | 3.5 | 0.2 | 0 | 0 | -2 | 6
O=C1CC(C(=O)N2CCC3(CC2)OCCO3)CN1CCc1ccccc1 (centres undefined) | 2 | -3 | 1 | 1.8 | 0.0 | 0 | -3 | 1 | -3
CN1CSC(=S)N(C)C1 | -3 | 4 | -1 | 0.3 | -0.1 | -1 | -5 | 0 | -5
c1ccc2c(CCNC3=NCCC3)c[nH]c2c1 | -1 | -8 | -3 | -0.5 | 0.1 | 1 | -4 | 0 | 0
CCOc1cc(CNCCc2cccc(F)c2)ccc1OC | 0 | -23 | 0 | 2.5 | 0.6 | -5 | 1 | -3 | -15
CC1(C)C(C(=O)NCc2ccco2)C1(C)C | -2 | 6 | -3 | -1.2 | -0.1 | 10 | -4 | -2 | 2
NCCc1c[nH]c2ccc(F)cc12 | 3 | 1 | -3 | 0.9 | -0.3 | 0 | 2 | -2 | -4
Cc1cccc(NC2=NCCCS2)c1 | 4 | 4 | -1 | 4.3 | 0.0 | -2 | -3 | -2 | -2
COc1ccccc1CCNC1C2CC3CC(C2)CC1C3 (centres undefined) | 4 | 4 | -3 | -0.1 | 0.1 | 5 | 1 | -1 | 8
COc1ccc(N2C(=O)NC(=O)/C(=C/c3ccc([N+](=O)[O-])s3)C2=O)cc1 | 1 | 6 | 0 | -0.8 | -0.1 | 25 | 6 | -1 | 14
COc1ccc(-c2nn(Cc3ccccc3)cc2C(=O)NC2CC2)cc1OC | x | x | 0 | 2.5 | 0.1 | -8 | x | x | 9
Cc1ccc(-c2cc(-c3ccccc3)cc(-c3ccccc3)[n+]2-c2ccccc2C(=O)O)cc1 | 2 | 3 | -4 | 5.1 | 0.0 | -5 | -2 | 2 | 21
CC(C)c1ccc(-n2c(O)c(/C=N/NC(=O)c3ccncc3)c(=O)[nH]c2=O)cc1 | 11 | 3 | 0 | -1.1 | -0.1 | 16 | 8 | 5 | 5
CCOC(=O)C1=C(N)OC2=C(C(=O)CCC2)C12C(=O)N(C)c1ccccc12 (centres undefined) | 1 | 7 | -1 | -0.6 | 0.0 | 13 | 0 | -4 | -2
COc1cccc(-n2c(CN3CCOCC3)nc3ccc([N+](=O)[O-])cc3c2=O)c1 | 6 | -13 | -3 | 0.2 | 0.0 | -8 | -1 | 5 | 2
Cc1ccc2c(c1)=C/C(=C\c1c(O)[nH]c(=O)[nH]c1=O)C(=O)N=2 | 2 | 14 | -3 | 1.3 | 0.0 | 4 | -1 | -1 | 2
O=C(NC1CN2CCC1CC2)c1cccc(Cl)c1 (centres undefined) | -1 | -9 | -1 | 2.8 | 0.5 | 6 | -3 | -1 | 7
OC(Cn1c2ccccc2c2ccccc21)C[n+]1cccc2ccccc21 (centres undefined) | -4 | -4 | -3 | 1.9 | 0.2 | -4 | 0 | -2 | 30
CCOC(=O)C1=C(C)OC(N)=C(C(=O)OC)C12C(=O)Nc1ccc(Br)cc12 (centres undefined) | -5 | -17 | -3 | 3.8 | 0.2 | 5 | -1 | -1 | 7
COC(=O)C1=C(c2ccc(F)cc2F)C[C@@H]2CC[C@H]1N2C | x | x | 1 | 0.5 | -0.1 | -8 | x | x | -5
C=C(C=O)CC1CC(O)[C@]2(C)OC3C[C@@H]4OC5C[C@]6(C)O[C@]7(C)CCC8OC9C[C@]%10(C)OC(/C(C)=C\CO)C(O)CC%10OC9CC(C)C8OC7CC6O[C@]5(C)C/C=C\C4OC3CC2O1 (some centres undefined) | 12 | 6 | 3 | 1.7 | 0.2 | 19 | 0 | 0 | -3
Cc1ccccc1-n1c(O)c(C(c2ccncc2)c2c(O)n(-c3ccccc3C)c(=O)[nH]c2=O)c(=O)[nH]c1=O | -9&-4 | 14&-1 | -4&0 | -0.7&-2.5 | 0.0&-0.1 | 7&-7 | 0&3 | -1&-1 | 7&-2
CCCCn1c(O)c(/C=C2/C=CC=N2)c(=O)[nH]c1=O | 1 | -7 | -3 | 0.7 | 0.1 | 7 | 16 | 3 | 12
Oc1cccc(/C=N/NP(=S)(c2ccccc2)c2ccccc2)c1 | 3 | 4 | 3 | 3.3 | 0.0 | 14 | 3 | 3 | 13

Another view of part of the listing above:
smiles: c1ccc2c(CCNC3=NCCC3)c[nH]c2c1
- core dimer inh: -1
- EBNA-1 inhibitor: -8
- PP1 inh: -3
- PP5 primary: -0.5
- Efflux pump inh: 0.1
- ZTA DNA inh: 1
- TPT1 inhibitor: -4
- Fh CTSL1 inh: 0
- PREPL inhibitor: 0

smiles: CCOc1cc(CNCCc2cccc(F)c2)ccc1OC
- core dimer inh: 0
- EBNA-1 inhibitor: -23
- PP1 inh: 0
- PP5 primary: 2.5
- Efflux pump inh: 0.6
- ZTA DNA inh: -5
- TPT1 inhibitor: 1
- Fh CTSL1 inh: -3
- PREPL inhibitor: -15

smiles: CC1(C)C(C(=O)NCc2ccco2)C1(C)C
- core dimer inh: -2
- EBNA-1 inhibitor: 6
- PP1 inh: -3
- PP5 primary: -1.2
- Efflux pump inh: -0.1
- ZTA DNA inh: 10
- TPT1 inhibitor: -4
- Fh CTSL1 inh: -2
- PREPL inhibitor: 2

smiles: NCCc1c[nH]c2ccc(F)cc12
- core dimer inh: 3
- EBNA-1 inhibitor: 1
- PP1 inh: -3
- PP5 primary: 0.9
- Efflux pump inh: -0.3
- ZTA DNA inh: 0
- TPT1 inhibitor: 2
- Fh CTSL1 inh: -2
- PREPL inhibitor: -4

The listing continues:
molecule | core dimer inh | EBNA-1 inhibitor | PP1 inh | PP5 primary | Efflux pump inh | ZTA DNA inh | TPT1 inhibitor | Fh CTSL1 inh | PREPL inhibitor
C[C@@H]1C[C@@H]([C@H](O)CC2CC(=O)NC(=O)C2)C(=O)[C@@H](C)C1 | x | x | -2 | 4.1 | -0.1 | 4 | x | x | 10
COc1cccc(CN2CCN(C(=O)Cc3ccccc3OC)CC2)c1 | 0 | 8 | -2 | 0.9 | 0.0 | -6 | -3 | 1 | 13
Fc1cccc(F)c1CN1CCN(Cc2c(F)cccc2F)CC1 | -8 | 17 | 2 | 0.0 | 0.0 | 2 | -3 | 5 | -4
CNS(=O)(=O)c1ccc(N=Cc2c(O)n(-c3ccccc3)c(=O)[nH]c2=O)cc1 | -2 | 11 | 3 | 2.4 | -0.1 | -2 | 28* | 0 | -2
c1ccc2c(c1)CNc1ccccc1O2 | 1 | 4 | 1 | 0.3 | 0.0 | 11 | -4 | -3 | -2
Cn1nnc(CC[N+](C)(C)C)n1 | 2 | 10 | 0 | 0.3 | -0.1 | 0 | 0 | -6 | -2
CCc1nc2ccc(N3CCN(C)CC3)cc2nc1CC | -3 | -4 | -1 | 0.3 | 0.1 | 15 | -4 | 2 | 1
COc1ccccc1Cn1c(SCC(=O)C(C)(C)C)nc2cc(C(=O)N3CCC4(CC3)OCCO4)ccc2c1=O | -6 | 4 | -1 | -0.3 | -0.1 | 9 | 0 | 0 | -3
CCCCCCn1c(O)c(C=NC2CCCCC2N)c(=O)[nH]c1=O (centres undefined) | -3 | -12 | 2 | 2.0 | 0.4 | -14 | -2 | -1 | 18
Cc1ccc(CN2CCSc3ccc(C(=O)N4CCC5(CC4)OCCO5)cc32)cc1 | 18 | -1 | 1 | 1.1 | -0.2 | -11 | -3 | -1 | 82*
O=C1NC(=O)N(c2cccc(Br)c2)C(=O)/C1=C/c1ccsc1 | -11 | -11 | -7 | 1.8 | -0.1 | -20 | 91* | 6 | 4
O=C(c1csc2c1CCCCC2)N1CCC2(CC1)OCCO2 | 6 | 1 | -2 | 3.4 | 0.1 | -5 | -2 | -3 | 17
CN1CCN(CCOC2c3ccccc3CSc3ccc(Cl)cc32)CC1 (centres undefined) | -3 | 2 | 1 | 0.4 | -0.1 | 8 | 55* | 2 | -13
CCOP(=O)(C#CC(C)(C)C)C1(O)CCCCC1 (centres undefined) | -7 | 4 | -1 | 1.9 | 0.0 | -9 | -2 | -6 | -2
COc1ccc(C2NCCc3[nH]cnc32)cc1 (centres undefined) | -4 | -12 | -1 | -0.2 | -0.1 | -5 | 0 | -3 | -7
O=S1(=O)CCN(CCc2c[nH]c3ccccc23)CC1 | -1 | 7 | -4 | -0.9 | -0.1 | 11 | 3 | -7 | -4
CCN(CC)C1=NC(=[N+](CC)CC)c2ccccc21 | -5 | 2 | 1 | 0.8 | 0.0 | -11 | -1 | 2 | 9
COC(=O)C1=Nc2ccccc2/C1=C\c1c(O)n(-c2ccc(Br)cc2)c(=O)[nH]c1=O | 0 | -6 | 1 | -0.8 | -0.4 | -4 | 27* | 2 | 7
ClCCN1CCN(c2ccnc3cc(Cl)ccc23)CC1 | 5 | -7 | 4 | 3.4 | 0.6 | 12 | 2 | 3 | 20
CC(=O)OC1N=C(c2ccccc2)c2cc(Br)ccc2N(C)C1=O (centres undefined) | 4 | 1 | 1 | 1.6 | -0.1 | 7 | -1 | -11 | -19
CC(=O)c1ccc(-c2ccccc2)cc1 | 3 | -3 | 1 | 0.5 | 0.0 | 8 | -2 | 0 | -34
COc1ccccc1-n1c(/C=C/c2ccccn2)nc2ccccc2c1=O | 10 | 18 | -2 | 1.3 | -0.1 | -9 | 2 | -2 | -3
Cc1ccc(S(=O)(=O)N2CCC(C(=O)N3CCC4(CC3)OCCO4)CC2)cc1 | 5 | -3 | 2 | 3.4 | 0.0 | 4 | 1 | -6 | 15
O=c1[nH]c2ccccc2n1CCCN1CCC(n2c(=O)[nH]c3cc(Cl)ccc32)CC1 | -173 | -2 | 0 | -1.1 | 0.1 | 3 | -13 | 2 | -6
CC(C(=O)c1ccccc1)N1C(=O)c2ccccc2C1=O (centres undefined) | 2 | -3 | -2 | -0.5 | -0.2 | 17 | 1 | 2 | -3
Cc1ccc2c(c1)C1CN(C)CCC1N2C(=O)c1cccs1 (centres undefined) | 3 | 3 | -2 | 3.4 | 0.0 | 19 | 3 | 7 | 9
O=c1[nH]c(=O)n(C2CCCCC2)c(O)c1/C=C/C=Nc1ccccc1 | 2 | -2 | 1 | 0.5 | 0.0 | -2 | 89* | 4 | -11

Fetched by structure from above:
molecule | core dimer inh | EBNA-1 inhibitor | PP1 inh | PP5 primary | Efflux pump inh | ZTA DNA inh | TPT1 inhibitor | Fh CTSL1 inh | PREPL inhibitor
Cc1cccc(NC2=NCCCS2)c1 | 4 | 4 | -1 | 4.3 | 0.0 | -2 | -3 | -2 | -2
Cc1ccc2c(c1)C1CN(C)CCC1N2C(=O)c1cccs1 (centres undefined) | 3 | 3 | -2 | 3.4 | 0.0 | 19 | 3 | 7 | 9

Source: PubChem BioAssay
